Assay outcomes deposited in PubChem by National Center for Advancing Translational Sciences (NCATS).
CHX counter: counter-screen for Shiga toxin inhibitors: cycloheximide protein synthesis inhibition; AID 2314; cell reporter, cycloheximide protein synthesis inhibition counterscreen; max response, %; hit rate 12% among 300,000; in the data active means max response mostly above about 13%, no sharp cut-off; inactive means mostly below about 14%; further: read at 38.3 µM for the half of the compounds with a filed dose; 0% is about no effect
Pf growth 96h: P. falciparum growth inhibition at 96 hours; AID 504834; hit rate 6.9% among 320,000; P. falciparum luciferase reporter growth, 96 h; Potency, µM (series often up to 28.7 µM), for the others: at the highest dose activity change, negative = inhibition, actives largely listed as inhibitors; further: potency means the concentration at half of the fitted maximal effect; on the % scale 0 is the no-effect control and ±100 the full control effect
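P. falciparum expressing integrated firefly luciferase, in erythrocytes at 2% hematocrit, 0.05% parasitemia, incubated with compounds 96 h at 37 C, 5% CO2. Growth inhibition read as loss of luminescence; two-generation exposure targets delayed-death apicoplast inhibitors.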
Shiga inhibitor: Shiga toxin inhibition | Vero cells, Shiga toxin protein synthesis inhibition reporter | inhibition, % at 38.7 µM | hit rate 9.2% among 290,000 | AID 2315; in the data active means inhibition mostly above about 28%, no sharp cut-off; inactive means mostly below about 43%; further: 0% is about no effect
LmPK inh: LmPK (Leishmania mexicana) enzyme inhibition. Q27686. purified LmPK, Kinase-Glo ATP luminescence, 1 h. Potency, µM (series often up to 57.5 µM), for the others: top-dose activity change, negative = inhibition, most hits filed as inhibitors. hit rate 0.37% among 290,000. AID 1721; further: potency means the concentration at half of the fitted maximal effect; on the % scale 0 is the no-effect control and ±100 the full control effect
Target sequence (Q27686 whole entry, looked up): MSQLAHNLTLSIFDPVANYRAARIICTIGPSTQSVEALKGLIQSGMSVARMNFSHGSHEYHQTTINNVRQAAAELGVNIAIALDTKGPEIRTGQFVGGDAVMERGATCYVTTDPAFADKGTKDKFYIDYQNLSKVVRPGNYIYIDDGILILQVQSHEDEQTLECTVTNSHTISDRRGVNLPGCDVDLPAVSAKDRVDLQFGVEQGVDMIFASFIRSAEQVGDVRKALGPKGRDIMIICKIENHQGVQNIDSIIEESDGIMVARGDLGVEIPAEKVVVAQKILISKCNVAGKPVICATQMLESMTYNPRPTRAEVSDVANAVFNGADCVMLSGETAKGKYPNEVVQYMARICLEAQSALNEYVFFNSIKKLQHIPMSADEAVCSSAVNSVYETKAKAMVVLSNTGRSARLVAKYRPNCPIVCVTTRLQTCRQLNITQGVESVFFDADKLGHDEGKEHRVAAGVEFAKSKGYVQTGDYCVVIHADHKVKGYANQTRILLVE
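0.1 nM LmPK, 0.5 mM PEP, 0.1 mM ADP; 50 mM imidazole pH 7.2, 7 mM MgCl2, 50 mM KCl; 1 h RT. Kinase-Glo luminescence readout, normalized to no-enzyme (full inhibition) and uninhibited wells.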
Pf growth 48h: inhibits P. falciparum growth in the first generation, 48 h | P. falciparum luciferase growth in erythrocytes, 48 h | Potency, µM (top dose mostly 28.7 µM), for inactives: top-dose activity change, negative = inhibition, most hits filed as inhibitors | hit rate 5.9% among 310,000; further: potency means the concentration at half of the fitted maximal effect; on the % scale 0 is the no-effect control and ±100 the full control effect
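Firefly luciferase activity from engineered P. falciparum reports growth; inhibitors lower the luminescent signal. Cultures contained 2% hematocrit erythrocytes at 0.1% final parasitemia.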
HCV inhibitor: blocks hepatitis C virus | Huh7.5.1 HCVcc-Cre infection, luciferase reporter, 44 h | Potency, µM (highest dose often 41.8 µM), without a hit: at the highest dose activity change, negative = inhibition, usual class: inhibitors | hit rate 3.4% among 340,000 | AID 651820; further: potency means the concentration at half of the fitted maximal effect; on the % scale 0 is the no-effect control and ±100 the full control effect
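Cells seeded at 1,000/well and cultured 4 h, then compounds added followed by HCVcc-Cre virus (~0.5 moi). After 44 h further culture, luciferase substrate was added, plates held 15 min at room temperature, and luminescence read for 15 sec.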
Tb PYK inh: inhibitors of Trypanosoma brucei pyruvate kinase; Q57TT1; TbPYK enzyme, Kinase-Glo Plus ATP luminescence, 45 min; Potency, µM (titrated, usually from 76.8 µM), inactives show at the top dose activity, negative = inhibition, usual class: inhibitors; hit rate 0.12% among 410,000; AID 624173; further: potency means the concentration at half of the fitted maximal effect; on the % scale 0 is the no-effect control and ±100 the full control effect; nearly all actives have a fitted effect of over 50% in size
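Enzyme and substrate buffer are dispensed first and compound is pin-transferred. ADP at 130 uM final then starts the reaction, which runs 45 min at room temperature. Detection reagent is added for 10 min before luminescence is imaged.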
* = called active by the depositor; u = inconclusive; x = no result given; & = joins results of further samples; [ ] = another dose, or the depositor's remark. Unless noted, the call rests on the fitted dose curve; in most records, active means well fitted curve in the direction sought with a large enough effect; inconclusive means small, poorly fitted or top-dose-only effect, or another doubt; inactive means no such curve, though single readings can be large; an effect the other way counts as inactive or inconclusive. Compounds as they come; about 24% have a hit in one of these screens.

SMILES	CHX counter	Pf growth 96h	Shiga inhibitor	LmPK inh	Pf growth 48h	HCV inhibitor	Tb PYK inh
CCOC(=O)N1CCC(NC(=O)c2cc3c(-c4cccc(OC)c4)nn(C)c3s2)CC1	-2	x	-8	-8%	9.3µM*	u	3%
c1cncc(CNc2ncnc3sc4c(c23)CCC4)c1	-3	4%	-8	0%	9%	u	0%
COc1ccc(OC)c(-c2nnc(SCC(=O)N3CCCC3)o2)c1	-4	60%[activator]	-6	0%	-40%	-16%	-5%
COc1cc(N(Cc2ccccc2)Cc2ccccc2)c2ncn(C(C)C)c2c1	x	7.4µM*	x	x	5.9µM*	11µM*	0%
N#C/C(=C(/O)COC(=O)CSc1ccc2ccccc2c1)c1nc2ccccc2[nH]1	9	44%[activator]	-7	-1%	18%	7%	-2%
O=C(Nc1cccnc1)C1CCN(S(=O)(=O)c2cccc3nonc23)CC1	-3	u	-9	6%	x	9%	4%
Cc1ccc(CSCC(=O)Nc2c(C)n(C)n(-c3ccccc3)c2=O)cc1	-2	u	-6	-3%	6%	21%	-13%
N#C/C(=C(/O)c1ccc(C(=O)c2ccccc2)cc1)c1nc2ccccc2[nH]1	-3	41%[activator]	-9	-2%	1%	7%	2%
Cc1cc(=O)oc(C)c1C(=O)NCc1ccccc1	7	0%	22	2%	u	19%	-1%
NC(=O)c1c(NC(=O)CN2C(=O)NC(Cc3ccccc3)C2=O)sc2c1CCC2 (configuration not stated)	3	u	-3	14%	0%	-18%	2%
Nc1ncc(CN2CCCC(C(=O)Nc3ccc(-c4ccco4)cc3)C2)cn1 (configuration not stated)	-2	58%[activator]	1	-11%	u	-23%	-15%
COc1ccccc1NC(=O)c1sc2ncn(Cc3ccc(C)cc3)c(=O)c2c1C	-4	u	10	5%	u	-22%	1%
O=C(CN1C(=O)C2C3C=CC(C3)C2C1=O)OCC(=O)c1ccccc1 (configuration not stated)	21*	0%	37*	-3%	-7%	44%[activator]	6%
Cc1ccc2c(c1)sc(C)[n+]2CCCS(=O)(=O)[O-]	-5	-19%	-7	1%	20%	-8%	u
CCCn1c(SCC(=O)N2c3ccc(F)cc3CCC2C)nnc1-c1ccccn1 (configuration not stated)	-3	u	-11	0%	10%	u	5%
Cc1ccc(NC(=O)CSc2ccc(C(N)=O)cc2[N+](=O)[O-])cc1	27	29%	43*	-1%	57%[activator]	-13%	-5%
CSc1ccccc1NC(=O)c1cc(C2CC2)on1	38*	7.4µM*	20*	-16%	92%[activator]	-2%	u
O=C(NC1CCCC1)c1cc(-c2ccccc2)nc2ccccc12	-3	u	-2	9%	u	-7%	0%
O=C(Nc1ccc2c(c1)OC1(CCCC1)O2)C1CC1	17*	20%	42	-4%	u	0%	0%
O=C(Nc1ccnn1C1CCN(C2CCCCC2)CC1)c1ccccc1	-4	1%	1	4%	16%	4%	-9%

Another view of part of the listing above:
Molecule,CHX counter,Pf growth 96h,Shiga inhibitor,LmPK inh,Pf growth 48h,HCV inhibitor,Tb PYK inh
CSc1ccccc1NC(=O)c1cc(C2CC2)on1,38*,7.4µM*,20*,-16%,92%[activator],-2%,u
O=C(Nc1cccnc1)C1CCN(S(=O)(=O)c2cccc3nonc23)CC1,-3,u,-9,6%,x,9%,4%
Cc1ccc(CSCC(=O)Nc2c(C)n(C)n(-c3ccccc3)c2=O)cc1,-2,u,-6,-3%,6%,21%,-13%
c1cncc(CNc2ncnc3sc4c(c23)CCC4)c1,-3,4%,-8,0%,9%,u,0%
COc1cc(N(Cc2ccccc2)Cc2ccccc2)c2ncn(C(C)C)c2c1,x,7.4µM*,x,x,5.9µM*,11µM*,0%
Cc1ccc(NC(=O)CSc2ccc(C(N)=O)cc2[N+](=O)[O-])cc1,27,29%,43*,-1%,57%[activator],-13%,-5%
CCCn1c(SCC(=O)N2c3ccc(F)cc3CCC2C)nnc1-c1ccccn1 (configuration not stated),-3,u,-11,0%,10%,u,5%

Remaining list, next part.
SMILES	CHX counter	Pf growth 96h	Shiga inhibitor	LmPK inh	Pf growth 48h	HCV inhibitor	Tb PYK inh
C#CC[N+]1(C)[C@@H]2CC[C@H]1CC(OC(=O)C(CO)c1ccccc1)C2 (some centres not stated)	-1	u	-5	1%	-1%	2%	3%
CC1CN(C(=O)CCc2cc(C(C)(C)C)c(O)c(C(C)(C)C)c2)CC(C)O1 (configuration not stated)	9	7.4µM*	16	-10%	u	u	1%
Nc1c(C(=O)NCCc2ccccc2)nnn1Cc1ccccc1	30*	x	43*	4%	32%[activator]	u	0%
O=C(NC1CCCCC1)C(c1ccc(F)cc1)N(Cc1ccco1)C(=O)CN1C(=O)c2ccccc2S1(=O)=O (configuration not stated)	1	-23%	13	0%	1%	2%	4%
N/C(Cc1cccc2ccccc12)=N\OC(=O)Cc1cccs1	49*	36%[activator]	62*	1%	u	34%[activator]	-22%
CC(=O)C(Sc1nccc(-c2cccs2)n1)C(C)=O	8	183%[activator]	17	-4%	89%[activator]	-6%	-1%
CCC1=Nc2ccccc2-c2nnc(SC)nc2O1	7	7%	-12	-3%	5%	-2%	-6%
Cc1ccc(NC(=O)C(C)Sc2nnc(-c3cccnc3)n2-c2ccccc2)cc1 (configuration not stated)	-3	x	-21	5%	u	-5%	8%
COC(=O)c1cn(C(=O)c2ccc(Cl)cc2)c2ccccc12	10	28%	10	4%	6%	-11%	2%
CCOc1ccc(-c2nnc3n2N=C(c2ccc(OC)cc2)CS3)cc1	-2	2%	-14	2%	u	-16%	-1%
CC(=O)c1ccc(C(=O)NC2CC(C)(C)Cc3c2cnn3-c2ccccc2)cc1 (configuration not stated)	19*	u	17	-1%	-18%	12%	7%
Cc1ccc2[nH]c(=O)c(CN(Cc3cccnc3)C(=S)NCCCN(C)C)cc2c1	1	6%	-15	9%	15µM*	1%	-7%
COc1ccc(CNC(=O)C(c2ccc(C)o2)N(Cc2cccs2)C(=O)Cc2cccs2)cc1 (configuration not stated)	13	160%[activator]	-7	3%	15µM*	11µM*	-6%
CCOc1ccc(CNC(=O)C2CC(=O)N(C3CCCC3)C2)cc1OC (configuration not stated)	-4	27%	-18	-4%	-3%	4%	-1%
CC1(C)CC2(CC(c3ccccc3F)c3ccc(O)c(O)c3O2)NC(=S)N1 (configuration not stated)	2	u	17	14%	u	-3%	u
Cc1ccc(C)c2[nH]c(=O)c(CCNC(=O)c3ccc(S(=O)(=O)N4CCCC4)cc3)cc12	-1	u	33	1%	12µM*	u	-8%
CC1(C)CC(=O)C(C(O)c2ccccc2)C(C)(C)N1 (configuration not stated)	1	19%	-18	4%	17%	-1%	-21%
COc1ccc2cc3cc(C(=O)NC(C)C)oc3nc2c1	48*	2.9µM*	75*	-7%	x	2%	-2%
Cc1ccc(CN2CCN(/N=C/c3cc(Br)ccc3O)CC2)cc1	-2	50%[activator]	-12	-1%	3%	x	3%
CC1(C(=O)NNC(=O)C2CCCCC2)CC1(Cl)Cl (configuration not stated)	-2	11%	10	0%	15%	-4%	-1%
Cc1ccc(C)c(-n2c(-c3csc(C)c3)n[nH]c2=S)c1	-2	x	-22	7.9µM*	-10%	2%	u
O=C(Nc1ccc(-c2cn3ccsc3n2)cc1)c1ccc(F)c(S(=O)(=O)N2CCOCC2)c1	17	9.3µM*	19	0%	0%	5.6µM*	-4%
Cc1onc(-c2c(F)cccc2Cl)c1C(=O)Nc1nc2c(s1)CCCC2	6	24%	4	2%	u	0%	4%
Cn1c(CO)nc2cc(N)ccc21	-3	0%	-8	-2%	43%[activator]	21%	-12%
CC(C)c1ccc(NS(=O)(=O)c2ccc(N3C(=O)CCC3=O)cc2)cc1	-2	-11%	15	4%	32%[activator]	16%	-10%
CCOC(=O)C1CCN(S(=O)(=O)c2ccc3[nH]c(=O)c(=O)[nH]c3c2)CC1	10	9%	32	8%	-23%	22%	-2%
N#Cc1c(C(F)(F)F)cc(-c2ccccc2)n(N)c1=O	-1	2%	-8	-2%	1%	6%	-5%
CC(C)CN1CC(=O)N2C(c3ccccc3)c3[nH]c4ccccc4c3C[C@H]2C1=O (some centres not stated)	-2	u	3	4%	12µM*	-15%	9%
NC(=S)c1ncc(C(F)(F)F)cc1Cl	0	-5%	-7	-3%	13%	10%	1%
COc1ccc(-n2c(=O)c3ccccc3n(CC(=O)NCC3CCCO3)c2=O)cc1 (configuration not stated)	-8	15%	-6	-2%	-3%	-11%	-8%
Cc1ccc(C(=O)N2CC(=O)Nc3ccccc32)o1	-2	7%	-2	2%	-11%	15%	-17%
COc1ccc(C(=S)N2CCCC2)cc1OC	-1	-2%	14	0%	x	10%	3%
O=C(CN1C(=O)c2ccccc2C1=O)NCc1ccc(N2CCOCC2)cc1	-1	13%	-4	2%	11%	18%	2%
CCOc1ccc(OCC)c(NC(=O)CSc2nnc(C3CC3)n2CC)c1	-7	u	22	-4%	-16%	0%	3%
c1ccc(CNc2ncnc3sc4c(c23)CCC4)nc1	-3	5%	-26	3%	3%	-26%	-6%
O=C(CCN1C(=O)C2C3CCC(C3)C2C1=O)OCC(=O)c1ccccc1 (configuration not stated)	9	u	-1	-7%	7%	3%	3%
COc1cc(/C=N\NC(=O)c2ccc(-c3ccccc3)cc2)cc(OC)c1OC(C)=O	18	u	3	-5%	u	u	2%
C=CCNC(=O)CSc1nc2scc(-c3ccco3)c2c(=O)n1CC=C	-3	u	-3	1%	71%[activator]	-15%	-2%
O=C(O)Cc1sc(-c2ccc(Cl)cc2)nc1-c1ccccc1	-1	-10%&-8%	-14	-4%	-13%&-22%	8%	-4%&-17%
Cc1cccc(-n2nc3c(c2NC(=O)C(C)C)CS(=O)(=O)C3)c1C	1	-2%	-18	8%	u	18%	0%
CC1CCCCC12NC(=O)N(CC(=O)Nc1sc3c(c1C(N)=O)CCC3)C2=O (configuration not stated)	-9	10µM*	16	13%	x	14%	1%
CCN(C(=O)COC(=O)CCOc1cccc(C)c1)c1c(N)n(Cc2ccccc2)c(=O)[nH]c1=O	x	25%	x	x	22%	23%	-21%
COCCn1nnnc1C(c1cc2ccc(C)cc2[nH]c1=O)N(Cc1ccco1)Cc1cccs1 (configuration not stated)	-2	75%[activator]	-13	14%	x	-17%	-2%
Cn1c(=O)c2c(nc(CN3CCN(C(=O)c4ccco4)CC3)n2Cc2ccccc2)n(C)c1=O	-2	u	-8	6%	10µM*	6%	-4%
CCCCN(C(=O)C1=COCCO1)c1c(N)n(Cc2ccccc2)c(=O)[nH]c1=O	x	u	x	x	5%	-8%	-7%
CN(Cc1ccccc1)C(=O)C1CCN(S(=O)(=O)c2ccc3nc4c(c(C(=O)O)c3c2)CCCC4)CC1	-6	u	-1	-1%	u	10%	1%&21%
CCCCCCC(=O)N(O)C1CC(=O)N(c2ccc(F)cc2)C1=O (configuration not stated)	8	9.3µM*	8	1%	4.7µM*	10%	u

Copied from the list.
`CN(Cc1ccccc1)C(=O)C1CCN(S(=O)(=O)c2ccc3nc4c(c(C(=O)O)c3c2)CCCC4)CC1` – Tb PYK inh = 1%&21%
`CC1CCCCC12NC(=O)N(CC(=O)Nc1sc3c(c1C(N)=O)CCC3)C2=O` (configuration not stated) – HCV inhibitor = 14%
